PTAP TSG101 blk: qHTS Assay for Iinhibitors of HIV-1 Budding by Blocking the Interaction of PTAP/TSG101. 340,000 tested, under 10 active. Fluorescence polarization, FITC-PTAP peptide / Tsg101 binding. Tumor susceptibility gene 101 protein (Homo sapiens), Q99816. Potency, µM (doses to about 115 µM), for the others: at the top dose activity change, negative = inhibition, hits mostly inhibitors; active means well fitted inhibition curve with a large enough effect in the main read-out, with a control signal flat, not every such curve was filed as active; inconclusive means small, poorly fitted or top-dose-only effect, or effect the other way, or a change in a side signal; inactive means no such curve, though single readings can be large or run the other way; further: potency means the concentration at half of the fitted maximal effect; % of control where 0% means no effect
Target sequence (Q99816 whole entry, looked up): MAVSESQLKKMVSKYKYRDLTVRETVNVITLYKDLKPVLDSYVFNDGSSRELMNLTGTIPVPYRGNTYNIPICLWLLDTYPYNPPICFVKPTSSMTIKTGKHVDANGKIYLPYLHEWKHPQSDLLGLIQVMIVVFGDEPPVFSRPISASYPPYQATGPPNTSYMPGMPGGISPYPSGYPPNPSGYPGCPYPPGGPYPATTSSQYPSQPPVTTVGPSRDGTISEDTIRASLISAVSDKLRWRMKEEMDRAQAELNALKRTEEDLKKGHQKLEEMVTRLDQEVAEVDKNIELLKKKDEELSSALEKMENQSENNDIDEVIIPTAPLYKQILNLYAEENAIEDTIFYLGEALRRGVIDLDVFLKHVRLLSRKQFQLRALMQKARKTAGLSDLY
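Fluorescence anisotropy tracks displacement of a FITC-tagged PTAP peptide (50 nM) from the Tsg101 binding domain (10 uM), following a 20 min room-temperature incubation at pH 7.5.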
Chronic BCR inh: qHTS Assay to Find Inhibitors of Chronic Active B-Cell Receptor Signaling. ABC-DLBCL IkBa-CBG/CBR reporter, luminescence ratio, 4 h. Potency, µM (series often up to 46.1 µM), without a hit: at the highest dose ratio change, negative = lower green/red ratio, most hits filed as inhibitors. hit rate 0.05% among 340,000. AID 493014, 2011; active means well fitted inhibition curve with a large enough effect in the signal ratio, with a control signal flat, not every such curve was filed as active; inconclusive means small, poorly fitted or top-dose-only effect, or effect the other way, or a change in a side signal; the % refers to the signal ratio;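 further: potency means the concentration at half of the fitted maximal effect; plate controls were basal doxycycline-induced cells for no effect and cells given 10 µM MG132 for full effect; MG132 reads +100%, hits lower the ratio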
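Cell line TMD8 (human ABC DLBCL), stably expressing tet-inducible CBG68-IkBa fusion and CBR; IMDM/0.5% FBS; cpd up to 46 uM; dox induction, 4 h, 37C/5% CO2; dual luminescence; green/red ratio; MG132 control.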
ELG1 DNA repair: qHTS screen for small molecules that inhibit ELG1-dependent DNA repair in human embryonic kidney (HEK293T) cells expressing luciferase-tagged ELG1; HEK293T ELG1-luciferase reporter, luminescence, 16 h; DNA damage induced by 5-fluorouridine; Potency, µM (top dose mostly 46.1 µM), for the others: at the top dose activity change, negative = inhibition, most hits filed as inhibitors; hit rate 2.3% among 330,000; AID 504467, 2011; further: potency means the concentration at half of the fitted maximal effect; on the % scale 0 is the no-effect control and ±100 the full control effect; nearly all actives have a fitted effect of over 55% in size
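In this reporter screen, reduction of luminescence relative to DMSO vehicle indicated activity. Compounds and 5-fluorouridine were added together to 2,000 cells per well, incubated for 16 hr at 37 °C, then developed with ONE-Glo.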
Eya2 inh: qHTS Assay for Inhibitors of the Phosphatase Activity of Eya2; Protein phosphatase EYA2 (Homo sapiens), O00167; recombinant Eya2, OMFP fluorescence dephosphorylation (OMFP is methylfluorescein phosphate); Potency, µM (highest dose often 76.9 µM), for the others: at the top dose activity, negative = inhibition, hits mostly inhibitors; hit rate 0.006% among 330,000; further: potency means the concentration at half of the fitted maximal effect; on the % scale 0 is the no-effect control and ±100 the full control effect
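Eya2 protein (added as 0.2 uM solution) was preincubated with compound for 10 min at ambient temperature in 50 mM HEPES pH 7.5, 50 mM NaCl, 5 uM MgCl2, 0.05% BSA, 1 mM DTT. OMFP (added at 50 uM) then reacted 10 min; fluorescence read at 485/525 nm.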
Mito fusion yeast: qHTS Assay for Small Molecule Inhibitors of Mitochondrial Division or Activators of Mitochondrial Fusion; S. cerevisiae fusion-defective mutant growth rescue, CellTiterGlo 48 h; Potency, µM (titrated, usually from 46.1 µM), without a hit: at the highest dose growth rescue (activation), actives largely listed as activators; AID 485298, 2010; hit rate 0.23% among 320,000;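 further: potency means the concentration at half of the fitted maximal effect; % of control where 0% means no effect; nearly all actives have a fitted effect of over 45% in size; temperature-sensitive fusion mutants such as fzo1-1 at 37 °C on non-fermentable ethanol glycerol medium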
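Read-out: ATP-based luminescence (CellTiterGlo, 10 min ambient) reporting growth of fusion-defective ts yeast after 48 hours at 37C on glycerol/ethanol YPEG medium in the presence of compound.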
Integrin act MD: qHTS for Activators of Integrin-Mediated Alleviation for Muscular Dystrophy | alpha7betagal myoblasts, beta-gal FDG fluorescence, 48 h | Potency, µM (doses to about 38.3 µM), inactives show at the highest dose activation, hits mostly activators | hit rate 0.064% among 350,000;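 further: potency means the concentration at half of the fitted maximal effect; 100% = response of the positive control SU9516; nearly all actives have a fitted effect of over 60% in size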
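Alpha7betagal+/- myoblasts (passage 13) were plated 16-24 hr, then exposed to compounds (1:260 dilution of DMSO stock) for 48 hours at 37C. After MPER lysis, β-galactosidase reporter activity was read as FDG fluorescence (ex 480/em 540) after 30 minutes.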
Tb PFK block: qHTS Assay to Find Inhibitors of T. brucei phosphofructokinase; ATP-dependent 6-phosphofructokinase (Trypanosoma brucei brucei), O15648; T. brucei PFK, ADP-Glo luminescence; Potency, µM (highest dose often 57.5 µM), for inactives: top-dose activity, negative = inhibition, hits mostly inhibitors; hit rate 0.17% among 330,000; AID 485367, 2010;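 further: potency means the concentration at half of the fitted maximal effect; 0% = uninhibited 1x PFK enzyme wells and -100% = no-enzyme wells; nearly all actives have a fitted effect of over 60% in size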
Target sequence (O15648 whole entry, looked up): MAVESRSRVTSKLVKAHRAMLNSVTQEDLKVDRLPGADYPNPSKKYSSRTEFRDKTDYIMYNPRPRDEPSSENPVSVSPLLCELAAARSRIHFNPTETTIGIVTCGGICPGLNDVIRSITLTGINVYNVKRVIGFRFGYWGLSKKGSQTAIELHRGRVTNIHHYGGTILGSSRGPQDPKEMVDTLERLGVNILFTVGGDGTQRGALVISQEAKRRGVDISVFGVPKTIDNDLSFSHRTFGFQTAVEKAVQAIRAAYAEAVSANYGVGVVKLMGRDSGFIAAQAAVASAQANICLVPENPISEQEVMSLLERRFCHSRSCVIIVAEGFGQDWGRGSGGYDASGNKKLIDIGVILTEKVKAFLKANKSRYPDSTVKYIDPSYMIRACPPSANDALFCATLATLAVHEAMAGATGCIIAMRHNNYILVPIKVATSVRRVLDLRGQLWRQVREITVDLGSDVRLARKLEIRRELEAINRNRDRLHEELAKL
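Luminescent ADP detection (ADP-Glo, two-step: ATP depletion then ADP-to-ATP conversion for luciferase) reported PFK activity after 45 min room-temperature reaction of 1.25 nM enzyme with 0.5 mM F6P and 0.1 mM ATP at pH 8.0.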
A-T KAP1 phos: qHTS Assay for Identifying a Potential Treatment of Ataxia-Telangiectasia; […] A-T fibroblasts, KAP-1 phosphorylation AlphaLISA; neocarzinostatin DNA damage 30 min before lysis; Potency, µM (highest dose often 57.5 µM), for the others: at the highest dose activation, usual class: activators; hit rate 0.19% among 320,000; AID 485349, 2010; further: potency means the concentration at half of the fitted maximal effect; % of control where 0% means no effect; nearly all actives have a fitted effect of over 45% in size
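ATM-like activity read as KAP-1 phosphorylation via AlphaLISA donor/acceptor antibody pairs after lysis and 6 hr at 25C. Cells were ATM-null patient fibroblasts ([…], hTERT), dosed 60 min, then exposed to the DSB inducer NCS for 30 min.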
S-ASM inh: Inhibitors of Secretory Acid Sphingomyelinase (S-ASM): qHTS; Sphingomyelin phosphodiesterase (Homo sapiens), P17405; hit rate 0.006% among 340,000; Potency, µM (top dose mostly 57.5 µM), for inactives: at the highest dose activity change, negative = inhibition, most hits filed as inhibitors; placental ASM, HMU-PC fluorogenic substrate, 60 min; further: potency means the concentration at half of the fitted maximal effect
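Human placenta-derived ASM enzyme was preincubated with compound for 10 minutes at room temperature, then given fluorogenic substrate HMU-PC0 (9 uM final) for 60 minutes at 37 °C; a pH 10 stop preceded fluorescence reading at Ex 386/Em 447 nm.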
TCR act: Activators of T cell receptors: qHTS campaign. Potency, µM (titrated, usually from 9.22 µM), for the others: at the top dose activation of IL-2 secretion, usual class: activators. 330,000 tested, under 10 active. AID 504894, 2011. primary human leukocytes, anti-CD3, IL-2 HTRF, 48 h; further: % of control where 0% means no effect
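Primary human leukocytes incubated 48 hr with anti-CD3 beads plus compound, without co-stimulation. Secreted IL-2 measured by HTRF (europium cryptate/d2 anti-IL-2 pair, 320 nm excitation, 665 nm emission).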
TSHR antagonist: Antagonists of the Thyroid Stimulating Hormone Receptor: HTS campaign. Thyrotropin receptor (Homo sapiens), P16473. hit rate 0.2% among 330,000. activity change, negative = inhibition, % at 11.5 µM. AID 504810, 2011. TSHR-expressing cells, TSH-stimulated cAMP HTRF, 2 h; active compounds read low;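 active means activity change below a set negative limit, meaning inhibition stronger than a set level, cut at about -70% in these data; inconclusive means activity change between two set negative limits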; further: on the % scale 0 is the no-effect control and ±100 the full control effect
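Freshly harvested TSHR cells receive pin-tooled compound, then EC80 TSH at 4nM final. After 2 hours at 37 deg C, antibody in lysis buffer and cAMP-d2 are added; 30 minutes at ambient temperature precede the HTRF read.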
Active calls of the source: *; ? = inconclusive; nt = not tested or not shown; [ ] = remark or other dose. Unless noted, the call rests on the fitted dose curve; in most records, active means well fitted curve in the direction sought with a large enough effect; inconclusive means small, poorly fitted or top-dose-only effect, or another doubt; inactive means no such curve, though single readings can be large; an effect the other way counts as inactive or inconclusive. Compounds were not picked by outcome; 3.2% or so of the library scored in one or more.

Screens in order: PTAP TSG101 blk	Chronic BCR inh	ELG1 DNA repair	Eya2 inh	Mito fusion yeast	Integrin act MD	Tb PFK block	A-T KAP1 phos	S-ASM inh	TCR act	TSHR antagonist
- O=C(CCCCCNC(=O)c1ccccc1)N/N=C/c1ccc(F)cc1
→ -1%	-10%	15%	1%	-2%	10%	-4%	10%	-2%	2%	-2
- C[C@@H](C(=O)Nc1ccc2ccccc2c1)[C@@H]1C[C@@]1(C)[C@@H](NC(=O)c1cnccn1)c1ccccc1
→ -4%	-10%	-6%	5%	-7%	-23%	0%	nt	0%	7%	-22
- C#CCn1cc(/C=N/NC(=O)COc2cccc3cccnc23)c2ccccc21
→ -4%	?	5%	2%	-4%	-1%	-8%	-10%	6%	-3%[46.1 µM]	-5
- CCN1C(=O)CSc2ccc(C(=O)OC)cc21
→ -4%	-3%	?	2%	6%	-5%	-4%	14%	0%	-1%	7
- COC(=O)CSc1nnc(COc2cccc3ccccc23)o1
→ -1%	-1%	11%	-9%	-1%	-8%	1%	-1%	3%	-2%	22
- O=C(CCNS(=O)(=O)c1ccccc1F)N1CCN(Cc2ccccc2)CC1
→ -2%	2%	13%	25%	-1%	-14%	-1%	1%	3%	0%	0
- CCOC(=O)N1CCN(c2ccc3nnnn3n2)CC1
→ 0%	3%	10%	3%[15.4 µM]	2%	-27%	-4%	1%	0%	-2%	-7
- CCOC(=O)c1[nH]c(C)c(C(=O)C(C)C)c1C
→ -7%	-4%	?	13%	4%	7%	-8%	nt	1%	-6%	-3
- COc1ccc(-c2csc(NC(=O)CSCc3c(C)noc3C)n2)c(OC)c1
→ 0%	5%	?	-9%	11%	?	0%	1%	-4%	nt	-11
- Cc1noc(C)c1CSc1nc2cc(S(=O)(=O)N3CCOCC3)ccc2o1
→ 1%	-3%	0%	2%	0%	3%	1%	-5%	-2%	-13%	8
- CC1(C)C2CCC1(CS(=O)(=O)N1CCOCC1)C(=O)C2 (stereo not drawn)
→ -5%	-8%	0%	-3%	2%	1%	-1%	3%	-1%	-1%	4
- CC(=O)NC1C(=O)N(CCN2CCOCC2)c2ccc(F)cc21 (stereo not drawn)
→ -4%	-1%	-6%	7%	10%	-1%	?	-12%	5%	1%	19
- Cc1ccccc1CN(C)C(=O)c1ccc2ccccc2n1
→ -3%	-4%	-2%	-4%	18%	-15%	-3%	1%	-3%	7%	2
- Cc1ccc(C(=O)NCC(=O)NCC(=O)OCc2ccc(Cl)cc2)cc1
→ -8%	?	3%	3%	-2%	10%	2%	-13%	3%	-7%[46.1 µM]	0
- CCCCNc1cc(F)nc(N)n1
→ -8%	-2%	9%	-22%	0%	1%	0%	2%	2%	2%	-3
- CC(=O)O[C@@H]1[C@H]2[C@@H](C[C@@H](C)[C@@H]3C=CC(=O)[C@@]13C)OC(=O)[C@@H]2C
→ 1%	?	-7%	-8%	-17%	19%	-7%	10%	5%	-2%	7
- CCN1CC(CN(C)Cc2cn(-c3ccc(C)cc3)nc2-c2cccc(C)c2)CC1=O (stereo not drawn)
→ -6%	?	?	0%	-1%	2%	-16%	5%	3%	1%	1
- CSc1nsc(SC)c1C(=O)Nc1ccc(Cl)cc1
→ -5%	7%	13%	1%	-1%	-12%	-1%	-1%	0%	-6%	-1
- CC1Cc2ccccc2N1S(=O)(=O)c1cccc(C(=O)NCc2ccccn2)c1 (stereo not drawn)
→ -1%	0%	-17%	-2%	2%	-5%	4%	-2%	0%	0%	-7
- COc1cccc(C(=O)NC(=S)N2c3ccccc3CC2C)c1OC (stereo not drawn)
→ -3%	?	-5%	-3%	0%	0%	2%	-5%	1%	-1%	-6

Reformatted as labelled records: two of the compounds above.
Structure: CC1(C)C2CCC1(CS(=O)(=O)N1CCOCC1)C(=O)C2 (stereo not drawn)
  PTAP TSG101 blk = -5%; Chronic BCR inh = -8%; ELG1 DNA repair = 0%; Eya2 inh = -3%; Mito fusion yeast = 2%; Integrin act MD = 1%; Tb PFK block = -1%; A-T KAP1 phos = 3%; S-ASM inh = -1%; TCR act = -1%; TSHR antagonist = 4

Structure: CC(=O)NC1C(=O)N(CCN2CCOCC2)c2ccc(F)cc21 (stereo not drawn)
  PTAP TSG101 blk = -4%; Chronic BCR inh = -1%; ELG1 DNA repair = -6%; Eya2 inh = 7%; Mito fusion yeast = 10%; Integrin act MD = -1%; Tb PFK block = ?; A-T KAP1 phos = -12%; S-ASM inh = 5%; TCR act = 1%; TSHR antagonist = 19

New compounds follow
Screens in order: PTAP TSG101 blk	Chronic BCR inh	ELG1 DNA repair	Eya2 inh	Mito fusion yeast	Integrin act MD	Tb PFK block	A-T KAP1 phos	S-ASM inh	TCR act	TSHR antagonist
- CCN(CC)CCCN1C(=O)C(=O)/C(=C(/O)c2cc(C)ccc2C)C1c1cccnc1 (stereo not drawn)
→ 0%	0%	1%	-2%	-5%	7%	-3%	-3%	4%	-16%	4
- CCOc1ccc(OCCCC(=O)NNC(=O)c2ccncc2)cc1
→ 0%	-10%	27%	-11%	0%	7%	-9%	-1%	-5%	1%	4
- CC(=O)c1cccc(NC(=O)c2cc(=O)c3ccccc3o2)c1
→ -6%	2%	20%	-13%	1%	?	1%	1%	-2%	nt	-11
- CN(C)C(=O)c1ccc(NC(=O)COc2cccc(Oc3ccccc3)c2)cc1
→ -2%	3%	0%	3%	-27%	6%	0%	1%	2%	-5%	-13
- Cc1ccc(C(=O)c2cc([N+](=O)[O-])ccc2N2CCOCC2)cc1C
→ -1%	2%	?	-10%	-1%	-13%	1%	-2%	-18%	4%[46.1 µM]	-4
- O=C1C2C3CCCC3=C3CCCC3C2C(=O)N1c1cccc(Cl)c1 (stereo not drawn)
→ -1%	2%	-17%	-12%[15.4 µM]	15%	-9%	0%	7%	-2%	-4%	-5
- Cc1ccc(NC(=O)CSc2nsc(SCC(=O)Nc3ccc(C)cc3C)c2C#N)c(C)c1
→ -1%	2%	7%	-12%	-4%	-13%	1%	1%	-3%	0%[46.1 µM]	-3
- Cc1ccc(-c2nc3ccccc3[nH]2)cn1
→ -2%	11%	?	-17%	-9%	17%	-2%	-1%	26%	3%	-10
- COc1ccc(C)cc1S(=O)(=O)N1CCC2(CC1)OCCN2S(=O)(=O)c1ccccc1
→ 0%	3%	-7%	4%	-6%	-3%	-4%	-6%	1%	1%	2
- CCOC(=O)COc1ccc([N+](=O)[O-])cc1
→ -6%	?	22%	-3%	9%	-5%	-9%	0%	3%	0%[46.1 µM]	17
- CCCSc1nc2c(c(=O)[nH]c(=O)n2C)n1Cc1ccccc1
→ -4%	1%	24%	6%	5%	-16%	-3%	10%	2%	nt	23
- COc1cccc(NC(=O)c2sc(NC(=O)c3ccncc3)nc2C)c1
→ -3%	?	-24%	6%	0%	23%	0%	7%	-7%	2%	3
- CC(=O)Nc1ccc(OC(=O)c2cccs2)cc1
→ 0%	?	?	6%	-7%	21%	-7%	1%	3%	4%	8
- O=C(COc1ccccc1C(=O)NCc1ccncc1)Nc1ccc(Br)cc1
→ -1%	?	?	-18%	-1%	12%	-5%	19%	-1%	9%	1
